Bioassay records as filed in PubChem.
SW480 rereplic – inducers of DNA re-replication in SW480 colon cancer cells | actives 1.8% (n = 340,000) | AID 624297 | SW480 DNA re-replication, Hoechst DNA content imaging, 48 h | Potency, µM (doses to about 46.1 µM), for the others: at the highest dose re-replication activation, actives largely listed as activators; further: potency means the concentration at half of the fitted maximal effect; % of control where 0% means no effect; nearly all actives have a fitted effect of over 55% in size
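Image-based read-out: total Hoechst fluorescence of nuclei (405 nm excitation, 500-530 nm emission), with hits raising the fraction of high-intensity nuclei. SW480 colon cells incubated 48 hr with compounds at 37 C.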
MCF10A rerep – DNA re-replication induction in MCF 10a cells; MCF 10A DNA re-replication, Hoechst nuclear intensity, 48 h; Potency, µM (series often up to 46.1 µM), inactives show at the highest dose activity, positive = re-replication, usual class: activators; actives 2.9% (n = 350,000); further: potency means the concentration at half of the fitted maximal effect; % of control where 0% means no effect; nearly all actives have a fitted effect of over 50% in size
HT1080 IDH1KD tx – HT-1080 IDH1 knockdown cell toxicity (counter line) | AID 686971 | HT-1080 IDH1 knockdown viability, ATP luminescence, 48 h | actives 2% (n = 360,000) | Potency, µM (top dose mostly 46.1 µM), for the others: at the highest dose activity, negative = toxicity, hits mostly cytotoxic;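 further: potency means the concentration at half of the fitted maximal effect; 0% = DMSO wells and -100% = cell-free medium wells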
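In this qHTS, HT-1080 cells depleted of IDH1 are exposed for 48 h at 37 °C to compound titrations. Toxicity is scored from CellTiter-Glo luminescence, with DMSO as full viability and medium alone as none.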
WRN inhibitor – blocks human WRN helicase; WRN helicase unwinding, fluorescent forked duplex, kinetic; Potency, µM (titrated, usually from 114 µM), inactives show at the highest dose activity change, negative = inhibition, most hits filed as inhibitors; actives 0.46% (n = 360,000); further: potency means the concentration at half of the fitted maximal effect; on the % scale 0 is the no-effect control and ±100 the full control effect; nearly all actives have a fitted effect of over 55% in size
Target sequence (Q14191 whole entry, looked up): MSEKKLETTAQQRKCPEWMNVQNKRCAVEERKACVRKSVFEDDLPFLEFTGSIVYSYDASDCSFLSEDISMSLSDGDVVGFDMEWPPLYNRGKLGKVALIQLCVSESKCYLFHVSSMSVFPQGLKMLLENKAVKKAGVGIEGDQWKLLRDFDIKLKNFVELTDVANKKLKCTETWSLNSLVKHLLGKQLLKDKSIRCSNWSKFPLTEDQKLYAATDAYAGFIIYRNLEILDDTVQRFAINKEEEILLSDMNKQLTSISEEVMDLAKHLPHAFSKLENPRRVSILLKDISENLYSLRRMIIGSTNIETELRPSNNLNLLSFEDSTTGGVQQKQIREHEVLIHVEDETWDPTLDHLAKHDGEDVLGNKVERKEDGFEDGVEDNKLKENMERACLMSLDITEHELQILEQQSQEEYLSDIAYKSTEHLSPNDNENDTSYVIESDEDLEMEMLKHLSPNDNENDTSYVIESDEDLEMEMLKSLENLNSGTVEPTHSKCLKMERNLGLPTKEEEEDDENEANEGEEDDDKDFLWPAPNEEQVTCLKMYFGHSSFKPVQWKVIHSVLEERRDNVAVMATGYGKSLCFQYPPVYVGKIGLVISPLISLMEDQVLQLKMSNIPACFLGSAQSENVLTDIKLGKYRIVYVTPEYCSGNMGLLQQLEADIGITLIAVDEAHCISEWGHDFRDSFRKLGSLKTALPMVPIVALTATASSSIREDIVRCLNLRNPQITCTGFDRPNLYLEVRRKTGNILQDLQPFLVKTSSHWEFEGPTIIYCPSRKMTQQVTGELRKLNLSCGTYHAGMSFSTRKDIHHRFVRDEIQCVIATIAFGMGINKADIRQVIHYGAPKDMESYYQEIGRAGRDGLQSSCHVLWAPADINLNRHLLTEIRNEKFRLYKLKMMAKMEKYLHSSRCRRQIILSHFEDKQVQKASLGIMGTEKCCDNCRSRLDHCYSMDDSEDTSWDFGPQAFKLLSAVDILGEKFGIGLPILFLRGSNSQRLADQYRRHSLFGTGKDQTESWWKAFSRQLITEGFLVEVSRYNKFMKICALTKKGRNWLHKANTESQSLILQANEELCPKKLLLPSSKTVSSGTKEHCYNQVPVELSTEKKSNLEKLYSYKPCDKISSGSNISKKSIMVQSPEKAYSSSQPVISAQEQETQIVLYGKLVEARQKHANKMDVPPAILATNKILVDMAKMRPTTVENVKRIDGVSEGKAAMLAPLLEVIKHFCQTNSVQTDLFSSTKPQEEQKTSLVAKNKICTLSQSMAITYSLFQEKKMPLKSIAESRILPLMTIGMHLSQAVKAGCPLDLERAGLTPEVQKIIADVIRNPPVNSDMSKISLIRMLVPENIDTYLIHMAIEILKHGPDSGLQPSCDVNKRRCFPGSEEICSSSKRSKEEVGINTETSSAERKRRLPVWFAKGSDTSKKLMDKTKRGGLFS
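WRN at 20 nM final preincubated with compound 15 min at room temperature; reaction started with 100 nM fluorophore/quencher forked duplex oligonucleotide and 2 mM ATP final. Unwinding followed kinetically by red fluorescence (ex 525, em 598 nm).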
KB-3-1 cytotox – KB-3-1 parental cell cytotoxicity; actives 1.4% (n = 400,000); AID 1347075; Potency, µM (series often up to 46.1 µM), for inactives: top-dose activity change, negative = cytotoxic, usual class: cytotoxic; KB-3-1 viability, CellTiter-Glo ATP luminescence, 72 h; further: potency means the concentration at half of the fitted maximal effect; on the % scale 0 is the no-effect control and ±100 the full control effect; nearly all actives have a fitted effect of over 60% in size
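Cytotoxicity in the drug-sensitive parental line KB-3-1 was scored as loss of CellTiter-Glo luminescence following 72 h incubation with compound. Values come from curve fitting of normalized concentration-response data.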
HT1080NT lethal – kills 2HG-producing HT-1080-NT fibrosarcoma cells | HT-1080-NT fibrosarcoma viability, CellTiter-Glo ATP luminescence, 48 h | Potency, µM (doses to about 46.1 µM), inactives show at the highest dose activity, negative = less viability, actives largely listed as cytotoxic | actives 1.6% (n = 360,000) | AID 686970;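 further: NT is the 2HG producing partner of a matched IDH1 knockdown line; potency means the concentration at half of the fitted maximal effect; 0% = DMSO-treated cells and -100% = media-only wells without cells; nearly all actives have a fitted effect of over 55% in size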
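Read-out is CellTiter-Glo luminescence after 10 minutes at room temperature, following 48 hours' compound treatment of HT-1080-NT cells (750 cells/well, RPMI, 5% FBS, 37 degrees C).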
ATXN2 expr inh – reduces ATXN2 reporter expression in HEK-293 cells; Potency, µM (highest dose often 57 µM), for inactives: at the top dose activity change, negative = inhibition, most hits filed as inhibitors; HEK-293 ATXN2-luciferase reporter, luminescence, 24 h; actives 0.72% (n = 360,000); further: potency means the concentration at half of the fitted maximal effect; on the % scale 0 is the no-effect control and ±100 the full control effect; nearly all actives have a fitted effect of over 55% in size
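ATXN2-luciferase reporter cells (luciferase flanked by upstream and downstream ATXN2 gene portions) were treated 24 h at 37 °C with compounds at up to 57 uM. SteadyGlo luminescence gave expression; GF-AFC fluorescence gave viability.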
IL1B secr inh – inhibitors of inflammasome signaling (IL-1 beta secretion); THP-1 LPS/ATP IL-1B secretion, AlphaLISA, 16 h; hits give low values; activity change, % at 57.5 µM; actives 4.7% (n = 360,000); AID 743279; in the data active means activity change below about -50%; inconclusive means mostly about -30% to -49%; further: on the % scale 0 is the no-effect control and ±100 the full control effect
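THP-1 cells pretreated 1 hr with compounds (up to 57.5 uM final), then stimulated with LPS (250 ng/mL final) plus ATP (1.25 mM final); secreted IL-1B measured by AlphaLISA after 16 hr, decreased signal indicating inhibition.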
KB-V1 MDR tox – kills drug-selected multidrug resistant KB-V1 cells; KB-V1 MDR cells viability, CellTiter-Glo, 72 h; Potency, µM (top dose mostly 46.1 µM), inactives show at the highest dose activity change, negative = cytotoxicity, actives largely listed as cytotoxic; actives 3.4% (n = 400,000); AID 1347076; further: potency means the concentration at half of the fitted maximal effect; on the % scale 0 is the no-effect control and ±100 the full control effect; nearly all actives have a fitted effect of over 60% in size
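Potencies derive from concentration-effect curves fitted to normalized luminescence (CellTiter-Glo) of KB-V1 cells treated for 72 h at 37 degrees C in phenol-red-free DMEM containing 10% FBS.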
An asterisk follows results filed as active; i = inactive; u = inconclusive; x = not tested or not shown; & = joins results of further samples; [ ] = remark or other dose. Unless noted, the call rests on the fitted dose curve; in most records, active means well fitted curve in the direction sought with a large enough effect; inconclusive means small, poorly fitted or top-dose-only effect, or another doubt; inactive means no such curve, though single readings can be large; an effect the other way counts as inactive or inconclusive. Compounds were not picked by outcome; about 12% have a hit in one of these screens.

SMILES	SW480 rereplic	MCF10A rerep	HT1080 IDH1KD tx	WRN inhibitor	KB-3-1 cytotox	HT1080NT lethal	ATXN2 expr inh	IL1B secr inh	KB-V1 MDR tox
CC1CCc2nc3ccc(S(=O)(=O)N4CCC(C(=O)N5CCCCC5)CC4)cc3c(C(=O)O)c2C1 (stereo not drawn)	-7.9%	-4.7%	4.8%	-6.1%	15.4%	10.9%	4.8%	8.5	u
Cc1ccc(S(=O)(=O)Nc2cc3c(C(=O)Nc4ccccc4)c(C)oc3c3ccccc23)cc1	8.7%	0.3%	-7.3%	-13.5%	8.1%	-13.0%	3.0%	-1.5	u
CCNC(=O)CC1C(=O)N(c2ccc(OC)cc2)C(=O)N1CCOC (stereo not drawn)	-10.3%	-4.3%	5.3%	-11.1%	-1.3%	-0.1%	7.8%	19.0	u
CC(=O)c1sc(N/N=C\c2ccc(C)cc2)nc1C	3.5%	u	0.4%	6.1%	-1.2%	9.9%	44.9%[activator]	-1.1	4.2%
OC[C@@H]1CN(Cc2ccncc2)C[C@H](n2cnc3c(NC4CCCC4)ncnc32)O1	x	x	24.3%	-2.7%	-1.3%	5.8%	6.9%	11.6	10.1%
O=C(CCNC(=O)Cn1cnc2ccccc2c1=O)NCCC1=CCCCC1	17.5%	0.5%	-20.0%	-8.8%	23.4%	1.9%	1.7%	22.3	7.5%
COc1cccc(/C=N/n2c(N)c(S(=O)(=O)c3cccs3)c3nc4ccccc4nc32)c1OC	11.6µM*	3.66µM*	7.2%	0.0%	u	6.9%	u	101.4	u
O=C(NNC(=O)c1ccc([N+](=O)[O-])cc1C(=O)O)c1ccncc1	0.1%	-15.9%	21.7%	-8.1%	-18.9%	11.5%	24.8%	41.9	u
Cc1cccc(C)c1NC(=O)C(c1cccc(F)c1)N1CCN(C)CC1 (stereo not drawn)	x	x	0.5%	-5.9%	10.4%	5.7%	x	-18.5	-8.7%
Cc1ccccc1-c1nc(S(=O)(=O)c2ccccc2)c(NCCCN2CCOCC2)o1	5.5%	-2.8%	0.0%	-7.6%	23.1µM*	-1.2%	x	-12.5	-13.8%
COc1cccc(C(=O)Nc2cccc3ccccc23)c1	-0.9%	0.0%	2.7%	0.1%	4.6%	0.8%	2.0%	-2.9	-2.3%
COc1ccc(Oc2nc(C)nc3c2oc2ccccc23)cc1	6.8%	u	-29.2%	-10.1%	-21.1%	-15.6%	-33.3%	0.0	u
O=C(CN1C(=O)NC2(CCCCCC2)C1=O)Nc1ccc(OC(F)(F)F)cc1	x	x	u	-9.7%	7.7%	-23.4%	x	-22.3	-8.6%
CCOC(=O)c1c(C)[nH]c(C(=O)OCC(=O)NCc2ccc(F)cc2)c1C	5.6%	u	-10.2%	4.3%	0.1%	-2.6%	x	18.0	u
COc1ccc(NC(=O)OC(C)C)cc1	0.8%	0.4%	-14.1%	-13.9%	-2.6%	-1.2%	-17.5%	-23.9	-20.8%
C[C@H](CO)N1C[C@H](C)[C@@H](CN(C)CC2CC2)OCc2cnnn2CCCC1=O	x	x	-4.0%	-0.4%	-7.0%	-2.3%	-0.1%	-15.3	3.4%
C#CCSc1cc(C(F)(F)F)nc(-c2ccccn2)n1	-133.7%[inhibitor]	7.0%	3.6%	4.9%	-16.0%	6.5%	-4.9%	-0.3	-12.6%
COc1ccc(/C=C2\CCCC3C2=NN(C(=O)CSc2ncn[nH]2)C3c2ccc(OC)cc2)cc1 (stereo not drawn)	u	u	u	-6.1%	-9.4%	u	-7.4%	-85.1*	-6.3%
COc1cc(/C=N/NC(=O)c2ccccn2)ccc1OC(=O)c1cccs1	1.0%	u	-6.1%	-5.1%	x	-2.8%	11.7%	-0.1	x
Cc1ccc(-c2cc(C(=O)NCc3cnn(C)c3)c3cc(Br)ccc3n2)cc1	6.7%	u	-6.6%	-15.0%	2.5%&14.8%	0.6%	15.0%&-37.2%	22.1	-15.7%&1.1%
O=C(Nc1scc(-c2ccccc2)c1C(=O)O)c1ccccc1F	-6.2%	-5.0%	-9.6%	-18.9%	-2.9%	-20.0%	7.1%	-14.4	-10.7%
CCC(Sc1nc(N)c(NC(=O)c2ccc(Br)o2)c(=O)[nH]1)C(=O)O (stereo not drawn)	-3.8%	2.7%	17.4%	-17.8%	-2.1%	-0.1%	-1.3%	i	-0.8%
Cc1ccc(-c2nsc(SCC(=O)Nc3ccc4c(c3)OCO4)n2)cc1	-6.0%	u	-17.3%	1.9%	10.6%	-10.9%	9.7%	-0.4	u
CCN(CC)S(=O)(=O)c1cc(NS(=O)(=O)c2cccc(Cl)c2Cl)ccc1C	-2.3%	u	-22.6%	-6.7%	11.0%	-14.0%	6.6%	0.3	0.5%
Cc1nn(C(=O)c2ccco2)c(C)c1CN1C(=O)c2ccccc2C1=O	1.8%	1.2%	-0.1%	1.5%	-1.6%	-5.4%	-3.4%	11.9	-10.6%

Reprinted from the part before: two entries, then new ones.
SMILES	SW480 rereplic	MCF10A rerep	HT1080 IDH1KD tx	WRN inhibitor	KB-3-1 cytotox	HT1080NT lethal	ATXN2 expr inh	IL1B secr inh	KB-V1 MDR tox
CCN(CC)S(=O)(=O)c1cc(NS(=O)(=O)c2cccc(Cl)c2Cl)ccc1C	-2.3%	u	-22.6%	-6.7%	11.0%	-14.0%	6.6%	0.3	0.5%
Cc1nn(C(=O)c2ccco2)c(C)c1CN1C(=O)c2ccccc2C1=O	1.8%	1.2%	-0.1%	1.5%	-1.6%	-5.4%	-3.4%	11.9	-10.6%
Cc1nc(NCC2CCCO2)nc2c1C(=O)CC(C)(C)C2 (stereo not drawn)	2.3%	u	4.5%	-2.5%	2.8%	-12.9%	2.3%	7.2	20.6µM*
COc1ccc(N(C(=O)c2ccco2)C(C(=O)NC2CCCC2)c2cccnc2)c(OC)c1 (stereo not drawn)	-0.6%	-0.4%	9.4%	2.7%	5.1%	4.0%	15.5%	24.3	3.6%
CCC(C)C(N)C(=O)N1CCCC1C(=O)NC(C(=O)O)C(C)CC (stereo not drawn)	-0.6%	x	6.5%	-6.4%	0.0%	10.6%	-5.4%	0.0	5.9%
CC(NC(=O)c1ccccc1)C(=O)N/N=C/c1ccccc1 (stereo not drawn)	-6.7%	-4.7%	18.1%	5.5%	3.3%	10.0%	4.7%	-7.6	-15.7%
COc1cc(OC)c(S(=O)(=O)Nc2ccc(C(=O)O)cc2)cc1S(=O)(=O)Nc1ccc(C(=O)O)cc1	-10.7%	-1.6%	22.7%	1.3%	0.0%	u	21.0%	2.0	u
COc1ccccc1C1C(C#N)=C(N)Oc2c1c(-c1ccccc1)nn2-c1ccccc1 (stereo not drawn)	-3.1%	u	-3.4%	-21.2%	-15.5%	-3.5%	-4.0%	-12.1	-6.1%
CCN(CC)c1ccc(NC(=O)CN2CCN(CC(=O)Nc3ccc(OC)cc3)CC2)cc1	-4.5%	-10.5%	13.6%	3.6%	0.6%	-2.3%	x	-7.3	-0.1%
C#CCOCCOCCOCCNc1nc(N2CCN(C(=O)C([C@@H](C)CC)n3cc(C(N)COC(=O)C(F)(F)F)nn3)CC2)nc(N2CCN(C(=O)[C@H](Cc3ccc(O)cc3)n3cc(C(N)[C@H](C)CC)nn3)CC2)n1 (stereo partly drawn)	-11.7%	-8.0%	5.7%	-9.6%	4.7%	5.5%	8.0%	6.0	u
N#Cc1c(NC(=O)CSc2ncn[nH]2)sc2c1CCCC2	-4.7%	u	-8.7%	-2.5%	u	-24.4%	u	29.1	u
COc1ccccc1NC(=O)CCN1CCN(c2ccc(Cl)cc2)CC1	-6.7%	-1.7%	-5.0%	-4.1%	-19.7%	-17.2%	105.7%[activator]	-2.8	-3.3%
O=C(NCCN1CCCC1)c1cc(-c2ccncc2)nc2ccc(S(=O)(=O)N3CCOCC3)cc12	-1.5%	1.1%	15.1%	4.6%	6.5%	4.1%	10.9%	-1.0	16.8%
CCOC(=O)CCCNC(=O)CN1C(=O)NC(c2ccccc2)(c2ccccc2)C1=O	-4.7%	4.3%	1.1%	0.3%	8.7%	8.0%	-2.8%	-9.7	16.1%
Cc1cccc(OC2(c3ccccc3)OC(=O)c3ccccc32)c1C (stereo not drawn)	u	3.8%	-23.1%	-4.0%	11.4%	-4.0%	-11.8%	-9.4	14.6µM*
O=C(Nc1cccnc1Cl)c1cc(-c2ccc(Cl)cc2)on1	18.0%	4.2%	18.8%	-3.5%	0.0%&0.8%	10.7%	-10.3%&4.9%	-23.3	13.1%&17.6%
CCOC(=O)c1c(NC(=O)OC)sc2c1CCC2	-12.3%	-6.0%	1.0%	0.4%	-0.2%	-1.6%	3.1%	6.7	0.0%
O=C(/C=C/C=C/c1ccccc1)CC1(O)C(=O)N(CCc2ccccc2)c2ccccc21 (stereo not drawn)	-1.3%	u	-14.0%	-7.2%	-12.3%	-1.4%	-15.9%	-100.1*	-18.4%
CCCCCNC(=O)C(CCc1ccccc1)n1c(=O)c(-c2ccccc2)nc2ccccc21 (stereo not drawn)	x	x	u	-11.5%	-4.3%	-24.0%	x	16.2	-23.7%

Whole records, quoted from the list. Screens in order: SW480 rereplic	MCF10A rerep	HT1080 IDH1KD tx	WRN inhibitor	KB-3-1 cytotox	HT1080NT lethal	ATXN2 expr inh	IL1B secr inh	KB-V1 MDR tox
Cc1nc(NCC2CCCO2)nc2c1C(=O)CC(C)(C)C2 (stereo not drawn) is entered as 2.3%	u	4.5%	-2.5%	2.8%	-12.9%	2.3%	7.2	20.6µM*
COc1ccccc1NC(=O)CCN1CCN(c2ccc(Cl)cc2)CC1 is entered as -6.7%	-1.7%	-5.0%	-4.1%	-19.7%	-17.2%	105.7%[activator]	-2.8	-3.3%
